# NOD2 RIPK2 PPI: NOD2-RIPK2 protein interaction inhibition; CHO BLA complementation NOD2-RIPK2, CCF4 ratio; O43353; hit rate 0.38% among 360,000; inhibition, % at 4.98 µM; AID 624267; in the data active = inhibition above about 21%;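 also: 0% = vehicle only and 100% = reference blocker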
# Target sequence (O43353 whole entry, looked up): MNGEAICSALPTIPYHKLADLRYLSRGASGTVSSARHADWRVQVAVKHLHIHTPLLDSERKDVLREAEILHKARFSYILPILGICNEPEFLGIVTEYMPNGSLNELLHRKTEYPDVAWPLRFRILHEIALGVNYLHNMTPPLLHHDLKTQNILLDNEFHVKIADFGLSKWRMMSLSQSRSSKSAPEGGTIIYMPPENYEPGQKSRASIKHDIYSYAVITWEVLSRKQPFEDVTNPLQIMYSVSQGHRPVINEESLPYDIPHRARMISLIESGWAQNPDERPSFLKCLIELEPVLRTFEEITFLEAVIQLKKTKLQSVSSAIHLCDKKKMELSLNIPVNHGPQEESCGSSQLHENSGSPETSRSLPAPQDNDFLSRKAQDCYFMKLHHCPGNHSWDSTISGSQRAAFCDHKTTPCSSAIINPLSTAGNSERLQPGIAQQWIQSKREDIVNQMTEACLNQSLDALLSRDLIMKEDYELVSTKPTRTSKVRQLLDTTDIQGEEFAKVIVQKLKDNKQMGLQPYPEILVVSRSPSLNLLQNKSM
# LMP1 NFkB inh: reduces LMP1-driven NF-kappaB luciferase signal. LMP1-induced NF-kappaB luciferase reporter cells, luminescence. inhibition, % at 12.5 µM. hit rate 0.69% among 350,000. AID 504558; in the data active = inhibition above about 41%;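 also: 0% = neutral control wells and 100% = reference inhibitor control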
# SRC2 inh: human SRC2 (NCOA2) inhibition; AID 651957; HEK293 GAL4-SRC2 luciferase reporter, luminescence; Q15596; hit rate 0.17% among 370,000; inhibition, % at 9 µM;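 active = inhibition above the mean inhibition of all tested compounds plus 3 SD, set per campaign, cut at about 52% in these data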;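 also: 0% = DMSO treated cells and 100% = cells given Gossypol at 36 µM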
# TLR9-MyD88 block: TLR9-MyD88 interaction inhibition; CHO BLA complementation TLR9-MyD88, CCF4 FRET ratio; inhibition, % at 4.98 µM; hit rate 0.21% among 340,000; AID 504734;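 active = inhibition above the mean over all tested compounds plus 3 SD, cut at about 21% in these data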;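 also: 0% = DMSO only wells and 100% = clavulanate BLA inhibitor control wells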
# MC4R antag cAMP: antagonists of human melanocortin 4 receptor (MC4R) | P32245 | MC4R-expressing cells, MTII-stimulated cAMP, LANCE TR-FRET | inhibition, % at 6.5 µM | hit rate 0.48% among 360,000 | AID 540295;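 active = inhibition above its plate's cutoff, the mean of tested wells on that plate plus 3 SD, cut at about 29% in these data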;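 also: 0% = Melanotan II alone and 100% = Melanotan II plus saturating MCL0020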
# Target sequence (P32245 whole entry, looked up): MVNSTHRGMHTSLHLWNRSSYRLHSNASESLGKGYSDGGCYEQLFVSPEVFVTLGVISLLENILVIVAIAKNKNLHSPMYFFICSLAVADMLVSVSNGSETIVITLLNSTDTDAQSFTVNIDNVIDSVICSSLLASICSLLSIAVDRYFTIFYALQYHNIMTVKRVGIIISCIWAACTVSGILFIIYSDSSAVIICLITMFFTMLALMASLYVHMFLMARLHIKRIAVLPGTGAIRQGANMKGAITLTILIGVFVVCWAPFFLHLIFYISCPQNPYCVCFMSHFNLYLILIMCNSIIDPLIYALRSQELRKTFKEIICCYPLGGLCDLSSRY
#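 Assay system: U2OS-MC4R stable cell line; Also added: Melanotan II; Technique: Eu-cAMP/anti-cAMP TR-FRET, emission 671 nm; Times: 30-min compound, 1-h challenge, 1-h detection, room temperature.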
# MC4R barr agon: human MC4R agonism via beta-arrestin; U2OS MC4R beta-arrestin complementation, luminescence; percent of melanotan II response, DMSO zero; activation, % at 8.9 µM; hit rate 0.98% among 360,000;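 active = activation above a per-plate cutoff, the mean activation of sample wells on that plate plus 3 SD, cut at about 8% in these data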
# NCOA3 inh: human NCOA3 inhibition; Q9Y6Q9; HEK293 GAL4-SRC3 luciferase reporter, luminescence; inhibition, % at 3.6 µM; hit rate 0.17% among 360,000;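 active = inhibition above a per-campaign cutoff, the mean of all compounds plus 3 SD, cut at about 60% in these data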;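 also: 0% = DMSO-treated cells and 100% = gossypol-treated cells at 36 µM; higher means less SRC3-driven luciferase light from the GAL4 reporter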
# ABHD5 PLIN5 PPI: blocks binding of human ABHD5 to perilipin-5. Q00G26+Q8WTS1. Split G. princeps luciferase complementation, luminescence, 4 h. inhibition, % at 4 µM. hit rate 0.78% among 360,000. AID 602281;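 active = inhibition above the mean inhibition across every tested compound plus 3 SD, cut at about 22% in these data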;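 also: 0% = DMSO only wells and the 100% control is not disclosed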
# NCOA1 inh: inhibits human SRC1 coactivator. Q15788. HEK293 GAL4-SRC1 luciferase reporter, luminescence. inhibition, % at 3.6 µM. hit rate 0.12% among 360,000. AID 588354;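 active = inhibition above the campaign mean plus 3 SD, with each screening campaign given its own cutoff, cut at about 60% in these data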;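 also: 0% = DMSO treated cells and 100% = gossypol at 36 µM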
# LRH-1 inv ag: suppresses constitutive activity of human LRH-1; HEK293T StAR-luciferase reporter, LRH-1 transfected, 24 h; inhibition, % at 3.6 µM; hit rate 0.13% among 360,000;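 active = inhibition above the mean inhibition of all tested compounds plus 3 SD, cut at about 73% in these data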;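 also: 0% = DMSO wells and 100% = reporter-only cells lacking LRH-1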
# COUP-TFII inh: inhibitors of human COUP-TFII (NR2F2). HEK293T NGFI-A luciferase reporter, luminescence. inhibition, % at 8.6 µM. hit rate 0.7% among 370,000;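 active = inhibition above a per-plate cutoff, mean inhibition of test wells between control levels plus 3 SD, cut at about 38% in these data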;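 also: cells cotransfected with COUP-TFII expression vector driving the NGFI-A reporter; 0% = median of COUP-TF2 test wells and 100% = reporter-only cells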
# * hit, by the source's call; x = no result given. These rows are one share of the data; count on the stated rates, not on these rows.
cpd	NOD2 RIPK2 PPI	LMP1 NFkB inh	SRC2 inh	TLR9-MyD88 block	MC4R antag cAMP	MC4R barr agon	NCOA3 inh	ABHD5 PLIN5 PPI	NCOA1 inh	LRH-1 inv ag	COUP-TFII inh	Structure
1	6	4	2	-17	7	2.0	-14	4	-32	-21	16	c1ccc(-c2nn3c(-c4ccco4)nnc3s2)nc1
2	5	-11	7	-1	-1	-1.4	5	3	-1	10	5	C=C[C@@H]1c2ccccc2N(S(=O)(=O)c2ccc(C)cc2)[C@H](c2ccc(C(=O)OC)cc2)C1(C#N)C#N
3	3	16	24	-1	-1	-1.9	29	-2	24	33	63*	O=C(Nc1ccc(S(=O)(=O)N2CCCC2)cc1)c1ccc(CN2CCOCC2)cc1
4	-5	-13	-21	-7	1	1.1	5	-8	-1	-20	15	O=C(COc1ccc(Cl)cc1Cl)NC(=S)N1CCCc2ccccc21
5	5	-4	-32	6	-6	-3.5	-61	3	-83	-29	0	Cc1ccc(NC(=O)CN2C(=O)N/C(=C/c3ccc(N4CCOCC4)cc3)C2=O)cc1
6	-5	18	-19	-5	0	-2.7	12	3	1	-7	10	CC(C)Cn1c2c(c(O)c(C(=O)Nn3c(Cc4ccccc4)nc4ccccc4c3=O)c1=O)CCCC2
7	-1	-1	0	-9	-10	-1.8	-26	3	-1	1	7	O=C1c2cccc3cccc(c23)C(=O)N1/N=C/c1ccc(O)cc1O
8	-3	3	19	x	15	-0.1	18	-6	-38	8	-3	CCNC(=S)Nc1cccc(F)c1C
9	-4	6	0	2	4	-1.5	-2	-2	4	13	-1	CCOC(=O)N1CCC(NS(=O)(=O)c2ccc3c(c2)OCC(=O)N3)CC1
10	-7	-22	3	4	8	-0.2	-7	5	7	12	4	COc1cccc(Nc2nc3ccccc3nc2-n2nc(C)cc2C)c1
11	4	-12	-3	-16	22	-2.4	-23	6	-4	-5	-17	Cc1ccc(OCc2cc(C(=O)NCCn3cccn3)no2)cc1C
12	-2	0	-23	5	-16	-1.6	22	-3	-5	19	-9	Cc1nn2c(nc(N3CCCCC3)c3ccccc32)c1C=O
13	-6	3	3	-2	0	-1.0	-12	3	-4	3	-4	O=C(O)c1ccc(C[n+]2c(-c3ccccc3)csc2Nc2ccccc2)cc1
14	1	-17	-29	1	15	-0.5	-40	-3	-62	-37	-36	O=C(CSCc1ccccc1F)NCc1ccccc1
15	-9	2	-23	-6	5	-0.3	-3	0	6	-8	6	CN(C)CCCNC(=O)CCc1nc2ccccc2c(=O)[nH]1
16	-13	-17	-14	9	2	-1.7	2	-5	-14	3	-7	CCOc1ccc(N2C(=O)C3ON(C)C(c4ccc([N+](=O)[O-])cc4)C3C2=O)cc1 (configuration not stated)
17	-3	2	18	-5	1	-0.7	2	-3	-3	10	7	CC(NC(=O)c1cccc(S(=O)(=O)N2CCc3ccccc32)c1)c1ccco1 (configuration not stated)
18	-18	2	-24	-6	1	-1.9	9	-1	0	7	-22	CCSc1nnc(NC(=O)c2cc(OC)c(OC)c(OC)c2)s1
19	-9	3	-55	-10	-4	-2.4	-18	0	-23	-8	-17	COC(=O)c1ccc(NC(=S)NC(=O)C2CCC2)cc1
20	7	6	x	0	13	20*	7	-32	-5	13	x	N#Cc1ccc(Nc2nc(-c3ccc(O)cc3O)cs2)cc1C(F)(F)F
21	2	-2	-12	0	1	1.4	17	7	13	6	-5	Cc1cccc(NC(=O)c2cc(S(=O)(=O)N3CCC4(CC3)OCCO4)ccc2F)c1
22	-8	16	x	-1	4	-0.6	-13	-13	-1	11	x	c1coc(-c2nnc(SCc3nc4ccccc4[nH]3)o2)c1
23	2	-4	-16	11	0	-1.7	19	-2	4	21	1	CCCCn1c(N)c(NCC(C)C)c(=O)[nH]c1=O
24	-2	-1	-1	5	8	-2.2	12	15	-59	14	-5	CCCc1cc(=O)[nH]c2nnc(SCC(=O)Nc3nccs3)n12
25	-3	x	-45	x	x	x	x	5	x	3	1	COCCN1C(=O)CCC1(C)c1nnnn1Cc1ccccc1 (configuration not stated)
26	-12	3	10	-15	2	0.0	5	8	8	-1	17	O=C(CSCc1cccc(Cl)c1)OCc1nc2ccsc2c(=O)[nH]1
27	-3	-3	-9	-2	-2	-1.2	3	1	-17	-2	6	C=C(C)C(=O)Nc1cccc(C(C)=O)c1
28	1	1	-8	-9	11	0.5	-1	-3	-4	17	-4	Cn1nnnc1-c1cc(Br)ccc1NC(=O)c1ccccc1
29	2	7	5	-6	4	-1.2	21	-1	6	11	0	O=C(N/N=C/c1cn[nH]c1-c1ccc(F)cc1)c1ccncc1
30	5	6	5	0	9	-2.1	13	-1	17	-10	9	Cc1ccc(C)c(N2CCN(C(=O)c3nn(C)c4c3CS(=O)(=O)c3ccccc3-4)CC2)c1
31	0	1	-8	-5	1	1.4	11	10	26	11	14	COC(=O)C(C)Sc1nc(NCc2ccccc2)nc(N(C)C)n1 (configuration not stated)
32	-13	0	8	-3	8	1.8	16	5	-2	14	7	CCC(C)c1ccccc1N1CC(C(=O)N2CCN(S(=O)(=O)c3ccc(F)cc3)CC2)CC1=O (configuration not stated)
33	1	-6	10	-1	6	-0.9	12	-2	-18	-8	6	CCN(CC)C(=O)CC(c1ccc2c(c1)OCO2)c1c(O)cc(OC)cc1OC (configuration not stated)
34	-2	-8	-19	-6	0	3.5	-5	-3	-5	-7	13	CCN(CC)CC(=O)Nc1ccc(/C(C)=N/NC2=NCCN2)cc1
35	-16	5	-18	-1	-5	0.3	-8	-7	-15	9	0	COc1cc2c(cc1OC)C(c1ccc3c(c1)OCO3)C1=C(CC(C)(C)CC1=O)N2 (configuration not stated)
36	2	3	3	8	-7	4.0	-1	25*	-4	6	17	O=C(COC(=O)CCC(=O)c1ccc(Cl)cc1)NCc1ccco1
37	1	-1	-21	2	13	-2.1	1	0	-7	-11	-64	Cc1noc(C)c1CSc1nnc(-c2ccncc2)n1-c1ccc(Cl)c(Cl)c1
38	1	x	-5	x	4	-0.5	-14	-5	-3	-15	-3	CC(=O)NC(c1cccc(F)c1)c1nc(-c2csc3ccccc23)cs1 (configuration not stated)
39	1	7	3	1	3	0.9	10	-3	10	-11	-21	CC1(C)Cc2ccccc2C(C(Cc2ccccc2)C(N)=O)=N1 (configuration not stated)
40	-3	8	-42	-4	0	-0.8	4	-8	-2	-31	-3	CC(C)(C)c1ccc(CSc2ccc(S(=O)(=O)N3CCOCC3)cn2)cc1
41	0	-15	4	-19	11	-0.8	-2	5	1	9	5	CCC(=O)N1CCN(c2ccc(Cl)cc2NC(=O)c2ccc3c(c2)OCCO3)CC1
42	8	0	14	6	2	-0.6	-15	-4	10	14	-8	COC(=O)c1ccc(NC(=O)Nc2ccc([N+](=O)[O-])cc2)cc1
43	-11	4	-24	13	7	1.9	9	-5	6	-7	-6	COc1cc(NC(=S)N2CCC(C(N)=O)CC2)cc(OC)c1
44	-12	-10	-14	10	1	-1.3	-7	-2	-7	-1	18	COc1ccc(C(=O)Oc2cc(C)[nH]c(=O)c2[N+](=O)[O-])cc1
45	-3	10	-4	-6	-3	-4.4	-23	4	-12	9	6	CCOc1ccccc1NC(=O)C1CCC(=O)N1S(=O)(=O)c1ccc(C)cc1 (configuration not stated)
46	-2	10	-5	1	6	-0.1	13	-8	2	15	-4	C=CCNC(=O)C1CC(=O)N(c2ccc(OCC(=O)Nc3ccc(CC)cc3)cc2)C1 (configuration not stated)
47	4	-11	3	5	-3	-0.6	-12	-3	-14	6	-13	O/N=C/c1cccc[n+]1CCCCCC[n+]1ccccc1/C=N/O
48	-13	0	14	-4	6	-0.8	-18	-2	1	-15	21	O=C(NCCc1ccccc1)C(=O)NCC1OCCN1S(=O)(=O)c1ccc(F)cc1 (configuration not stated)
49	-9	-4	-34	3	-10	-0.7	-32	0	-1	-12	-12	Cc1[nH]c2ccccc2c1-c1nc2ccccc2[nH]c1=O
50	-7	-8	5	7	9	-0.5	4	-4	6	-12	-4	Cn1ncc(Cl)c1C(=O)NC1C2CC3CC(C2)CC1C3 (configuration not stated)
51	0	1	1	-10	2	0.8	-6	-4	2	-11	-10	CCOC(=O)C1=C(COC(=O)c2ccc(Cl)c(S(=O)(=O)N3CCOCC3)c2)NC(=O)NC1C (configuration not stated)
